High-throughput results from PubChem.
NLRP3 yeast inh = NALP3 inflammasome inhibitors in reconstituted yeast, primary screen, luminescence, uHTS; inhibition, % at 10 µM; 330,000 tested, 0.39% active; Yeast reconstituted NLRP3/ASC/caspase-1, beta-gal luminescence, 24 h;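 active = inhibition of 50% or more; inactive = inhibition below 50%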;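 also: plate controls were induced DMSO wells for no effect and uninduced yeast grown without galactose for full effect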
SENP1 FRET inh = human SENP1 catalytic domain inhibitors, primary screen, biochemical, FRET, uHTS | recombinant SENP1 catalytic domain, CyPet-SUMO1-YPet FRET cleavage | inhibition, % at 10 µM | 360,000 tested, 0.21% active;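 active = inhibition at least 30% at 10 µM, raw YFP signal under a set limit, fluorescence ratio 0.5 to 1.5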;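 also: 0% = enzyme with DMSO and 100% = no enzyme wells; some results filed as inactive read as strong as hits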
Target sequence (Q9P0U3 419-644 limits assumed): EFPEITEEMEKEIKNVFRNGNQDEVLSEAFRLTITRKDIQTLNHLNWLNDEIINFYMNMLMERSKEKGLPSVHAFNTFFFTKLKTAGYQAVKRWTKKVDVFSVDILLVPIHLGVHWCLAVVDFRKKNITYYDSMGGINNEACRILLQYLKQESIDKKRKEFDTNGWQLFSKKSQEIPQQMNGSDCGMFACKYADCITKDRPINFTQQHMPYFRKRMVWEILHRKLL
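Test system: human SENP1 catalytic domain; medium: Tris pH 8 buffer plus EDTA, NaCl, BME, BSA, NP40, catalase; incubation: 50 min reaction at room temperature; technique: FRET, CFP and YFP emission; controls: no-enzyme low control and enzyme-plus-DMSO high control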
SENP8 block-1 = SENP8 protease inhibitors, primary screen, biochemical, luminescence. purified SENP8, Z-RLRGG-aminoluciferin cleavage. inhibition, % at 10 µM. 330,000 tested, 1.2% active. AID 2540, 2010; in the data active = inhibition above about 50%
Target sequence (Q96LD8 whole entry, looked up): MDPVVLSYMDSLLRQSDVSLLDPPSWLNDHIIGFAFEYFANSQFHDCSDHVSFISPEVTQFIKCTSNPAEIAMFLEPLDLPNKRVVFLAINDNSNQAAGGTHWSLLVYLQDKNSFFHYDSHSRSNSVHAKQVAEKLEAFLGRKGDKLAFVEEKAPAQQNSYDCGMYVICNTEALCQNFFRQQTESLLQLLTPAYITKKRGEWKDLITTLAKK
HKDC1 inh = HKDC1 hexokinase inhibitors, primary screen, biochemical, fluorescence, uHTS; recombinant HKDC1, G6PDH/diaphorase resazurin coupled fluorescence; inhibition, % at 20 µM; 340,000 tested, 0.16% active; AID 493160, 2011;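 active = inhibition above about 35% when tested at 20 µM, limit read from the data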;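 also: plate controls were DMSO wells with enzyme for no effect and DMSO wells lacking enzyme for full effect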
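Test system: recombinant HKDC1 (HK5) hexokinase enzyme, produced in-house; Amount: enzyme 5 µg/mL final; Buffer or medium: Tris pH 8.0 buffer with MgCl2, Tween-20, BSA, BME; Reagent: glucose and ATP substrates; Doses: 20 µM test compound, 1% DMSO; Incubation: 90 min reaction incubation at room temperature, dark; Detection: resorufin fluorescence at 613 nm.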
SENP6 block = SENP6 protease inhibitors, primary screen, biochemical, luminescence, uHTS | Sentrin-specific protease 6 (Homo sapiens), Q9GZR1 | Recombinant SENP6 catalytic domain, aminoluciferin luminescence | inhibition, % at 10 µM | 330,000 tested, 1.8% active | AID 2599, 2010;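 active = inhibition above about 50% at the single tested dose, limit read from the data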;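 also: plate controls were DMSO wells with enzyme for no effect and DMSO wells lacking enzyme for full effect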
Target sequence (Q9GZR1 628-1112 limits assumed): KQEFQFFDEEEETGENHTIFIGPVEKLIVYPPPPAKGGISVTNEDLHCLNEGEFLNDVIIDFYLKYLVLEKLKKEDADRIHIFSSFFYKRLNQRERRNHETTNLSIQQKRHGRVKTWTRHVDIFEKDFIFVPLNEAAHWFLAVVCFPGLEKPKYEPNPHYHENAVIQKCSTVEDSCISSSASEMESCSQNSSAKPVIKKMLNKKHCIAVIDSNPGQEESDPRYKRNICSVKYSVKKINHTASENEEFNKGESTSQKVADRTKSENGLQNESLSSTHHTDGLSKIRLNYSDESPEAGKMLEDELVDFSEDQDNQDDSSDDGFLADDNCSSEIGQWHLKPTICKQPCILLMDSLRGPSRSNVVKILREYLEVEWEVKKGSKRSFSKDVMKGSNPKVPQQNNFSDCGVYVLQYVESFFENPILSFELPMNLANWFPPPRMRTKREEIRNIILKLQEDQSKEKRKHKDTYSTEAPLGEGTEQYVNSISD
PfGluPho inh = PfG6PD enzyme inhibitors, primary screen, biochemical, fluorescence intensity, uHTS; glucose-6-phosphate dehydrogenase-6-phosphogluconolactonase (Plasmodium falciparum 3D7); PfGluPho enzyme, NADPH resazurin-diaphorase fluorescence; inhibition, % at 20 µM; 350,000 tested, 0.78% active; AID 504690, 2011;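 active = inhibition reaching at least a set limit at 20 µM in the primary screen, cut at about 59% in these data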;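 also: 0% = DMSO wells with substrate and 100% = DMSO wells lacking glucose-6-phosphate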
SENP7 inh = SENP7 protease inhibitors, primary screen, biochemical, luminescence, uHTS; 330,000 tested, 1.5% active; Sentrin-specific protease 7 (Homo sapiens), Q9BQF6; inhibition, % at 5 µM; recombinant SENP7, Z-RLRGG-aminoluciferin luminescence, 40 min; AID 434973, 2010;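 active = inhibition above about 50% at the single test dose, limit read from the data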;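 also: plate controls were DMSO with enzyme for no effect and no enzyme buffer wells for full effect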
SENP8 block-2 = human SENP8 protease inhibitors, primary screen, biochemical, fluorescence, Nedd8 protein substrate, uHTS. Sentrin-specific protease 8 (Homo sapiens), Q96LD8. inhibition, % at 20 µM. recombinant SENP8. AID 602440, 2012. 360,000 tested, 0.64% active; in the data active = inhibition mostly above about 40%, no sharp cut-off; inactive = mostly below about 27%
Apaf1 inhib = inhibitors of human Apaf-1 apoptosome, primary screen, biochemical, DEVD-Rh110 fluorescence, uHTS. Apoptotic protease-activating factor 1 (Homo sapiens), O14727. reconstituted apoptosome caspase-3 activity. inhibition, % at 20 µM. 330,000 tested, 0.71% active; active = inhibition of at least 40% at 20 µM;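 also: plate controls were DMSO wells for no effect and DEVD-CHO caspase inhibitor wells for full effect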
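Material: cell-free apoptosome with Apaf-1, procaspase-3 and caspase-9; Buffer or medium: Hepes pH 7.5 with detergent and BSA; Reagent: cytochrome c trigger plus (Z-DEVD)2-Rh110 caspase-3 substrate; Times: compound with Apaf-1, dATP, procaspase-3 30 min, then 50 min reaction, room temperature; Technique: Rh110 fluorescence intensity.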
* = called active by the depositor; nt = not tested or not shown.

SMILES	NLRP3 yeast inh	SENP1 FRET inh	SENP8 block-1	HKDC1 inh	SENP6 block	PfGluPho inh	SENP7 inh	SENP8 block-2	Apaf1 inhib
CC1CN(C(=O)CCC(=O)N2CCOCC2)c2ccccc2O1 (stereo not given)	13	3	-9	-10	-10	-5	14	7	9
O=C(Nn1cnc2ccccc2c1=O)c1ccccc1	7	-1	-11	17	-5	-12	0	9	4
CS(=O)(=O)NCCNc1ncc(C(F)(F)F)cc1Cl	26	0	-14	-2	2	-9	0	7	7
CCOC(=O)N1CCN(S(=O)(=O)c2c(C)nc3sccn3c2=O)CC1	17	1	-6	-6	-6	-10	0	-3	-6
Cc1ccc(/C=N/Nc2ncnc3nc[nH]c23)cc1	-4	0	-1	-1	18	3	16	-3	-1
O=C(NCCO)C(F)(F)C(F)(F)C(F)(F)OC(F)(C(=O)NCCO)C(F)(F)F (stereo not given)	14	1	-1	-13	-9	0	0	8	-7
COc1cc(/C=C(\C#N)c2nn(CCO)c(N)c2C#N)cc(OC)c1OC	4	-16	-10	-9	8	9	-3	-168	1
Cc1ccc2c(CC(=O)NCc3ccc4c(c3)OCO4)coc2c1	21	-1	-6	-1	-5	-11	-8	-4	16
O=C(c1ccccc1)c1cc2cc(Cl)ccc2[nH]1	18	1	-8	-1	-17	2	8	-39	9
COCCCN1C(=O)c2ccc(C(=O)OCC(=O)N3CCN(c4ccccc4)CC3)cc2C1=O	15	0	0	-2	-17	-13	-4	1	7
COc1cccc(CNc2nc3nc(C)cc(=O)n3[nH]2)c1	6	-1	3	0	-6	-2	7	20	-1
c1ccc(SCCOCCN2CCOCC2)cc1	10	1	-3	-6	-8	-8	-7	3	-9

Entries of single compounds as entered above:
Listed for `CCOC(=O)N1CCN(S(=O)(=O)c2c(C)nc3sccn3c2=O)CC1` = NLRP3 yeast inh = 17; SENP1 FRET inh = 1; SENP8 block-1 = -6; HKDC1 inh = -6; SENP6 block = -6; PfGluPho inh = -10; SENP7 inh = 0; SENP8 block-2 = -3; Apaf1 inhib = -6
Listed for `COc1cc(/C=C(\C#N)c2nn(CCO)c(N)c2C#N)cc(OC)c1OC` = NLRP3 yeast inh = 4; SENP1 FRET inh = -16; SENP8 block-1 = -10; HKDC1 inh = -9; SENP6 block = 8; PfGluPho inh = 9; SENP7 inh = -3; SENP8 block-2 = -168; Apaf1 inhib = 1

The main list resumes; the 2 compounds before the break are reprinted first.
SMILES	NLRP3 yeast inh	SENP1 FRET inh	SENP8 block-1	HKDC1 inh	SENP6 block	PfGluPho inh	SENP7 inh	SENP8 block-2	Apaf1 inhib
COc1cccc(CNc2nc3nc(C)cc(=O)n3[nH]2)c1	6	-1	3	0	-6	-2	7	20	-1
c1ccc(SCCOCCN2CCOCC2)cc1	10	1	-3	-6	-8	-8	-7	3	-9
CC(C)(Oc1ccc(Cl)cc1)C(=O)NC1CC1	-2	2	0	-3	-8	-2	-3	5	-1
N#Cc1ccc(C2=CC(=O)C[C@H](c3ccc(Cl)cc3)C2)cc1	14	4	-4	6	-21	18	-12	4	29
O=c1oc(-c2ccc(O)c(O)c2)cc2cc(O)cc(O)c12	23	-4	19	16	40	12	0	-172	-3
Cn1nc(C(F)(F)F)cc1C(=O)O	7	0	-4	-1	-20	-7	-9	21	-3
O=C(/C=C/c1ccccc1)Nc1ccc2c(c1)C(=O)NC2=O	23	0	3	0	-12	-12	-10	-389	4
CCOC(=O)/C=C/C(=O)OCC(=O)Nc1ccc(C)cc1	-13	5	9	-6	14	7	5	1	10
Cc1sc2nc(C3CC3)nc(N3CCN(C(=O)c4ccccc4F)CC3)c2c1C	7	-2	1	4	5	7	4	10	16
O=C(CSC(=S)N1CCOCC1)c1ccccc1	3	2	59*	5	61*	5	63*	9	-1
O=S(=O)(CCn1cccc1)CCn1cccc1	16	3	-3	-2	-10	-19	-4	12	-2
CCc1nnc(NC(=O)CSc2nnc(C)n2Cc2ccccc2)s1	6	1	0	-6	13	-25	1	10	-12
O=C(CN1CCCCCCC1)Nc1cc(Cl)cc(Cl)c1	51*	1	0	2	16	-6	6	10	4
O=C(COC(=O)CCC1CCCCC1)Nc1ccc(OC(F)F)cc1	-19	6	0	1	1	15	12	17	20
COc1ccc(C)cc1NC(=O)CCS(=O)(=O)c1ccc2c(c1)CCN2C(C)=O	4	3	1	-6	-9	-12	-1	19	-15
O=S(=O)(NCCSCc1c(Cl)cccc1Cl)c1ccc2c(c1)OCCO2	-9	1	-4	-2	-9	-12	-5	17	29
CC1CN(S(=O)(=O)c2ccc(C(=O)N3CCc4ccccc43)cc2)CC(C)O1 (stereo not given)	6	2	-12	-7	-19	0	-8	13	9
O=C(Nc1ccccc1C(=O)N1CCCCCC1)c1cccc(S(=O)(=O)N2CCOCC2)c1	nt	-3	nt	0	nt	13	nt	24	nt
O=C(NCc1cccs1)C1CC(c2ccc(Cl)c(Cl)c2)=NO1 (stereo not given)	33	2	-9	-8	-30	-8	-13	0	16
O=C(NCc1cccs1)C1CCN(S(=O)(=O)c2ccccc2F)CC1	4	4	-1	1	-16	-12	0	13	-14
O=c1[nH]c(SCc2cccc([N+](=O)[O-])c2)nc2[nH]ncc12	15	0	4	-2	-15	0	8	2	-1
CCN(CC)S(=O)(=O)c1ccc(C(=O)N(c2ccc(C)cc2)C2C=CS(=O)(=O)C2)cc1 (stereo not given)	7	1	-8	-4	-15	-11	-1	28	-5
COc1ccc(Cl)cc1Nc1nc(-c2sc(NC(=O)c3ccco3)nc2C)cs1	2	-18	1	-3	12	13	9	-117	-4
Cc1cc(=O)oc2cc(OCC(=O)Nc3ccc(S(=O)(=O)N(C)C)cc3)ccc12	12	-7	5	-10	0	9	2	-471	-10
Cc1cccc(-n2c(-c3ccco3)nc3nc4ccccc4nc32)c1	3	nt	5	nt	-5	nt	-1	nt	-8
O=C(O)c1cc(NC(=O)c2ccc(Cl)c([N+](=O)[O-])c2)cc(C(=O)O)c1	-8	3	0	-3	-2	5	-1	13	2
COCCCn1nnnc1SCC(=O)Nc1ccc2c(c1)OCCO2	11	1	-2	-2	-6	17	-4	9	-13
COC(=O)C1C(=O)C=C(Nc2ccc(F)cc2F)CC1c1ccccc1 (stereo not given)	-1	1	3	-8	10	-12	4	19	1
Cn1c(=O)cc(OCCCC(=O)NCc2ccc(F)cc2Cl)c2ccccc21	3	-3	-4	-6	-1	8	1	13	-12
COc1ccc(CNC(=O)COC(=O)c2ccc(C)c(S(=O)(=O)N3CCOCC3)c2)cc1OC	17	0	5	-4	16	6	7	-1	-10
Cc1cc(=O)n(-c2ccc(Cl)cc2)c(=O)[nH]1	-4	-1	-2	-4	-2	2	2	6	-4
O=C(Nc1ncc2c(n1)CC(c1ccco1)CC2=O)c1ccccc1 (stereo not given)	17	4	2	3	-14	-3	2	30	-1
Cc1ccc(CCNC(=O)CCS(=O)(=O)c2cc3c(cc2C)NC(=O)CO3)cc1	2	-5	0	3	4	20	-2	8	0
O=C(CN1CCN(C(C(=O)Nc2ccc(F)cc2)c2ccccc2)CC1)NC1CC1 (stereo not given)	23	0	9	-4	-2	-2	3	2	-10
CCOC(=O)Cc1csc(NC(=O)CSc2nnc(-c3ccncc3)o2)n1	2	0	7	-12	-7	-8	1	8	4
Brc1cc2c(cc1Br)OCCOCCOCCO2	20	0	5	-6	-7	-10	1	10	-1
Cc1ccc2c(c1)C(c1ccccc1)N(C(=O)c1cc3ccccc3oc1=O)CC(=O)N2 (stereo not given)	5	-1	0	-3	4	-6	-3	6	3
Cc1ccccc1-n1ncc(C(C)NC(=O)c2ccccc2)c1C (stereo not given)	7	1	10	14	-11	5	11	7	4
CCOc1ccccc1Nc1nnc(Cc2ccccc2Cl)c(=O)[nH]1	-2	2	-2	1	7	-1	8	4	3
CCOc1ccccc1CNC(=O)C1CCN(C(=O)c2sccc2-n2cccc2)CC1	-2	1	2	-12	-1	-28	-3	15	-9
Cc1cccc(C)c1OCC(O)CN1CCCCC1 (stereo not given)	16	2	-6	1	-4	-16	-5	15	-9
Cn1ncc2nc[nH]c(=O)c21	7	2	-10	-4	-20	-7	0	21	-2
CC1CCc2c(sc(NC(=O)CSc3nnc(-c4ccccc4)o3)c2C#N)C1 (stereo not given)	-9	1	-15	-9	-22	-18	-11	-42	26
CC(C)CN(C(=O)COC(=O)c1ccccc1NCc1ccco1)c1c(N)n(Cc2ccccc2)c(=O)[nH]c1=O	15	-8	3	4	-8	9	2	-416	9
Cc1sc2ncnc(SCC(=O)NC3CCCC3)c2c1C	46	-2	11	1	7	-30	5	0	4
Cc1cnc(NC(=O)Nc2ccc(OCc3ccccc3)cc2)c(Br)c1	10	2	-5	-4	-2	13	6	24	15
CCOC(=O)CSc1nc2sc(C)c(C)c2c(=O)n1C	21	2	-11	-4	-13	-13	-9	24	17
CC(=O)Cc1nsc(NC(=O)c2ccc(COc3ccccc3C)o2)n1	24	0	3	1	-2	-27	6	-2	9
CC1CCN(C2CCN(S(=O)(=O)c3ccc(C(F)(F)F)cc3)CC2)CC1	9	1	-11	-2	-3	-11	-5	10	7
O=C(NC1CCCC1)C(c1ccncc1)N(C(=O)c1ccco1)c1ccc(F)c(Cl)c1 (stereo not given)	9	-2	-11	-4	-4	-9	-2	6	7
COc1cccc(C(=O)NCCn2ccc3ccccc32)c1	12	-3	-15	-6	-14	-15	-12	6	19
CC1(C)CC2=C(CO1)C(=S)NC(c1ccccc1)N2CC1CCCO1 (stereo not given)	10	-42	-8	-4	-7	7	-6	-25	3
COc1ccc(C(=O)CSc2nnc(-c3cnccn3)n2Cc2ccco2)cc1	8	-5	3	-6	12	32	10	-3	15
NS(=O)(=O)c1ccc(CCNCC(=O)N2CCC(Cc3ccccc3)CC2)cc1	-2	3	3	-5	5	-28	5	12	-13
Nc1nc(SCC(=O)Nc2ccccc2)[nH]c(=O)c1NC(=O)c1cccs1	2	2	5	-3	7	-13	-2	14	-6
COc1ccc(NCC(=O)N/N=C/C=C/c2ccccc2[N+](=O)[O-])cc1	8	0	-14	1	-10	17	3	36	17
Cc1cc(-n2nc(C)cc2C)n2ncc(-c3ccccc3)c2n1	30	2	-2	-4	-7	-9	5	9	5
COc1ccccc1/C=C/C(=O)OCC(=O)N1CCc2ccccc21	20	2	-16	-2	-9	10	-4	-172	24
Cc1onc(-c2c(F)cccc2Cl)c1C(N)=S	17	-2	9	-6	1	-13	13	14	0
O=C(Nc1ccc(F)cc1)c1cc(S(=O)(=O)Nc2ccc(F)cc2)cs1	-11	-1	-8	-4	-19	9	-1	23	11
